# Screens from PubChem.
# UBC13 inh – human UBC13 polyubiquitination inhibition | UBC13 polyubiquitin chain formation, TR-FRET | P61088 | AID 485273 | inhibition, % at 20 µM | 330,000 tested, 0.47% active; in the data active = inhibition above about 45%, passing the limit was not always enough
# Target sequence (P61088 whole entry, looked up): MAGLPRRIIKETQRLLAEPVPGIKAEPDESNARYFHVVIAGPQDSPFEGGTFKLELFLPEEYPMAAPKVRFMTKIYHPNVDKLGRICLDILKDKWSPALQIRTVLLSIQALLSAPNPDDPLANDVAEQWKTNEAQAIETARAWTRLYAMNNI
# SENP8 block-1 – inhibitors of human SENP8 protease; Q96LD8; recombinant SENP8, Nedd8 substrate fluorescence; inhibition, % at 20 µM; 360,000 tested, 0.64% active; AID 602440; in the data active = inhibition mostly above about 40%, no sharp cut-off; inactive = mostly below about 27%
# HKDC1 inhibitor – blocks human hexokinase HKDC1 activity; Q2TB90; recombinant HKDC1, G6PDH/diaphorase resazurin coupled fluorescence; inhibition, % at 20 µM; 340,000 tested, 0.16% active;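 active = inhibition above about 35% when tested at 20 µM, limit read from the data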;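 also: plate controls were DMSO wells with enzyme for no effect and DMSO wells lacking enzyme for full effect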
#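 Test system: recombinant HKDC1 (HK5) hexokinase enzyme, produced in-house / Doses: 20 µM test compound, 1% DMSO / Timing: 90 min, room temperature / Detection: G6PDH/diaphorase-coupled fluorescence, 1 mM NADP, 100 µM resazurin, 525/613 nm / Control set: DMSO wells with and without enzyme mix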
# SENP6 block – inhibitors of human SENP6 protease | Q9GZR1 | Recombinant SENP6 catalytic domain, aminoluciferin luminescence | inhibition, % at 10 µM | 330,000 tested, 1.8% active;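 active = inhibition above about 50% at the single tested dose, limit read from the data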;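 also: plate controls were DMSO wells with enzyme for no effect and DMSO wells lacking enzyme for full effect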
# Target sequence (Q9GZR1 628-1112 limits assumed): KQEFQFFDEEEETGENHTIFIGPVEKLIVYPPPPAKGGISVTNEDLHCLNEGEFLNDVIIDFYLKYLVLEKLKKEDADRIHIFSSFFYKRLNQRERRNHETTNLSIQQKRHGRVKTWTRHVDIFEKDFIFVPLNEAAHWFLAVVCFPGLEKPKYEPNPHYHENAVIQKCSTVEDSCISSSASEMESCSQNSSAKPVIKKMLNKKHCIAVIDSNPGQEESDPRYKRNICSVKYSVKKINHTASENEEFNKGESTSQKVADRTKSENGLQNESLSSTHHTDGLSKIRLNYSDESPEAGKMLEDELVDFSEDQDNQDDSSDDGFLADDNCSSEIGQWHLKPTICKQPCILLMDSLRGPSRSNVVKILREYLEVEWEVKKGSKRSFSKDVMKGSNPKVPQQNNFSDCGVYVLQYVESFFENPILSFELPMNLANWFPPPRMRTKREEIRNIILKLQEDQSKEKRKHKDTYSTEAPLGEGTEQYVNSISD
# SENP8 block-2 – blocks the human protease SENP8; Q96LD8; purified SENP8, Z-RLRGG-aminoluciferin cleavage, luminescence; inhibition, % at 10 µM; 330,000 tested, 1.2% active; AID 2540; in the data active = inhibition above about 50%
# beta cell repl – induces beta-cell replication in MIN6 cells. MIN6 cells proliferation, ATPlite luminescence, 48 h; cells starved in 0.2% serum; 100% = growth in 10% serum. proliferation, % at 10 µM. 330,000 tested, 0.29% active;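 active = compounds whose signal lies at least 3.5 SD above the mean of all wells on their plate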;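 also: 0% = DMSO-treated cells in low-serum medium and 100% = 10% serum control; some compounds called inactive have numbers as strong as hits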
# SENP1 inh – SENP1 (human) catalytic domain inhibition | recombinant SENP1 catalytic domain, CyPet-SUMO1-YPet FRET cleavage | inhibition, % at 10 µM | 360,000 tested, 0.21% active | AID 624204;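 active = inhibition at least 30% at 10 µM, raw YFP signal under a set limit, fluorescence ratio 0.5 to 1.5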;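 also: 0% = enzyme with DMSO and 100% = no enzyme wells; some results filed as inactive read as strong as hits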
#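 material = recombinant human SENP1 catalytic domain, His6-tagged | quantity = 20 pM enzyme | reagent = 25 nM SUMO1 FRET substrate | compound dosing = 10 µM single point, 0.5% DMSO | timing = 50 min enzyme reaction, room temperature, light-protected | detection = FRET, CFP and YFP emission | control set = no-enzyme low, enzyme-DMSO high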
# SENP7 inh – blocks the human protease SENP7; Q9BQF6; recombinant SENP7, Z-RLRGG-aminoluciferin luminescence, 40 min; inhibition, % at 5 µM; 330,000 tested, 1.5% active; AID 434973;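 active = inhibition above about 50% at the single test dose, limit read from the data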;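 also: plate controls were DMSO with enzyme for no effect and no enzyme buffer wells for full effect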
# Target sequence (Q9BQF6 706-1050 limits assumed): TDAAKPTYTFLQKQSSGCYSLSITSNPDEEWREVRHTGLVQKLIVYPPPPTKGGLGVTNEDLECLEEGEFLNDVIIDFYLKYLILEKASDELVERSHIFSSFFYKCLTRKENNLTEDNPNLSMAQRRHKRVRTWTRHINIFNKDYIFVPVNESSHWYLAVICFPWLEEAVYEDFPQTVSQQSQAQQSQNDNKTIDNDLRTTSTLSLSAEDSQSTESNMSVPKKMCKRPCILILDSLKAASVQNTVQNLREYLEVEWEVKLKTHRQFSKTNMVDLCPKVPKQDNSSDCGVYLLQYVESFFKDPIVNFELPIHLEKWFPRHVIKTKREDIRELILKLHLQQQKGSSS
# PfG6PD inh – PfG6PD (Plasmodium falciparum) enzyme inhibition | inhibition, % at 20 µM | PfGluPho enzyme, NADPH resazurin-diaphorase fluorescence | 350,000 tested, 0.78% active;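 active = inhibition reaching at least a set limit at 20 µM in the primary screen, cut at about 59% in these data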;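 also: 0% = DMSO wells with substrate and 100% = DMSO wells lacking glucose-6-phosphate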
# * marks the source's active call; other numbers are inactive results; i = inactive; . = not tested or not shown.
SMILES,UBC13 inh,SENP8 block-1,HKDC1 inhibitor,SENP6 block,SENP8 block-2,beta cell repl,SENP1 inh,SENP7 inh,PfG6PD inh
COCc1cc(C)nc2sc(C(=O)Nc3cccc(OC)c3)c(N)c12,-2,-311,-4,6,0,1,-25,4,19
Cc1ccc(S(=O)(=O)N2CCN(C(=O)NCc3ccc(F)cc3)CC2)c(C)c1,4,6,-1,-1,-5,-2,1,2,0
CN(C(=O)CSc1nnc(Cc2ccccc2F)n1N)C1CCS(=O)(=O)C1 (stereo not given),10,22,3,-8,4,0,-2,-5,12
Cc1ccccc1C(=O)N1CCC(C(=O)Nc2ccc(C(C)C)cc2)CC1,-9,1,0,-2,2,2,4,-7,13
CCOc1ccc(C2C=C(c3ccc(F)cc3)Nc3ncnn32)cc1 (stereo not given),12,i,-2,-26,6,-3,-1,14,-2
CS(=O)(=O)N(CC(=O)NCC1CCCO1)c1cc(Cl)ccc1Cl (stereo not given),4,24,-2,-21,-10,-1,-4,-2,-29
Cc1oc(-c2ccccc2F)nc1CN1CCC(C(=O)NC2CCCCCCC2)CC1,.,17,-1,.,.,.,-6,.,-11
CC(=O)c1ccc(N2CCN(C(=O)[C@H](C)NC(=O)c3ccccc3Cl)CC2)cc1,-3,-83,-3,-18,6,0,4,7,-9
O=C(COC(=O)c1cccnc1Cl)c1ccc(Cl)cc1Cl,17,7,0,85*,-3,-3,0,67*,-17
CCOC(=O)c1c(-c2ccc(OC)cc2)csc1NC(=O)CCN1CCOCC1,8,-4,-2,6,-3,-7,2,4,8
COc1ccc(C(=O)COC(=O)CN2C(=O)C3CC=CCC3C2=O)c(OC)c1 (stereo not given),-3,-8,-4,-4,3,2,1,4,5
Cc1ccc(N=C2NC(=O)/C(=C/c3cccs3)S2)cc1C,-27,17,21,-25,-10,-5,36*,-3,-53
CC(C)c1cc(C(=O)N2CCCC(Nc3ccc(F)c(F)c3)C2)nc(N)n1 (stereo not given),-4,-26,7,2,-5,-1,0,-1,-4
CCOC(=O)CN(C(=O)CNC(=O)c1ccco1)C(C(=O)NC1CCCCC1)c1cccnc1 (stereo not given),4,-6,2,2,3,0,0,-1,12
CC(CNC(=O)CN1C(=O)NC2(CCOc3ccccc32)C1=O)c1ccccc1 (stereo not given),2,8,1,-12,11,2,-2,-5,2
S=c1nc[nH]c2c1cnn2-c1ccccc1,10,10,-2,11,1,-2,0,2,-1
CCCCC(C(=O)NC(=O)NCc1ccccc1)N1C(=O)c2ccccc2C1=O (stereo not given),-14,37,2,-8,-3,-3,0,-4,3
COc1cc(NS(=O)(=O)c2cc3[nH]c(=O)c(=O)[nH]c3cc2C)cc(OC)c1OC,1,3,17,1,4,-5,-1,0,63*
Cc1nc(C(=O)N2CCC(n3nccc3NC(=O)Nc3ccccc3Cl)CC2)cs1,-2,6,-1,2,-7,2,2,-7,-9
O=C(CC(c1ccc(F)cc1)c1ccco1)N1CCOCC1 (stereo not given),4,15,-6,7,5,0,-2,9,10

# Rewritten with tabs: entries from further up
SMILES	UBC13 inh	SENP8 block-1	HKDC1 inhibitor	SENP6 block	SENP8 block-2	beta cell repl	SENP1 inh	SENP7 inh	PfG6PD inh
O=C(CC(c1ccc(F)cc1)c1ccco1)N1CCOCC1 (stereo not given)	4	15	-6	7	5	0	-2	9	10
CC(CNC(=O)CN1C(=O)NC2(CCOc3ccccc32)C1=O)c1ccccc1 (stereo not given)	2	8	1	-12	11	2	-2	-5	2

# Next part.
SMILES,UBC13 inh,SENP8 block-1,HKDC1 inhibitor,SENP6 block,SENP8 block-2,beta cell repl,SENP1 inh,SENP7 inh,PfG6PD inh
COc1ccc(-n2cnnc2SCC(=O)NCc2cccs2)cc1,2,13,-5,3,6,2,3,7,-21
Cc1ccc(S(=O)(=O)N2CCCC(NC(=O)N3CCN(c4ccccc4)CC3)C2)cc1 (stereo not given),3,25,-3,3,-3,1,-1,-1,8
Cc1ccc(C(OC(=O)c2ccco2)C(=O)NCc2cccs2)cc1 (stereo not given),-5,23,-1,-4,-5,0,1,-2,2
CCOc1ccc(N(CC(=O)NCc2ccccc2Cl)S(=O)(=O)c2c(C)noc2C)cc1,-2,20,0,7,6,-3,-2,5,-21
Cc1ccc(-c2cc(C(=O)OCC(=O)N(C)c3c(N)n(Cc4ccccc4)c(=O)[nH]c3=O)c3ccccc3n2)o1,5,-406,-3,4,-2,-4,-33,2,32
C=CCSc1nnc2c(n1)OC=Nc1ccc(Br)cc1-2,-13,10,8,6,-10,1,1,-7,11
Cc1nn(CC(=O)O)c(C)c1[N+](=O)[O-],1,-4,-13,-5,8,-2,3,1,6
CCOC(=O)c1cccc(NC(=O)CSc2nc3ccccc3c(=O)n2CCOC)c1,12,3,11,-10,-6,-2,2,-7,9
O=C(Nc1ccc(O)cc1)c1cc(S(=O)(=O)N2CCCC2)ccc1Cl,0,2,-2,0,1,-2,1,2,3
S=C(NNc1ccnc2cc(Cl)ccc12)Nc1ccc(Cl)cc1Cl,-26,-329,-23,8,-5,-6,-33,-5,23
COc1ccc(C2C(C(=O)N3CCCCC3)CC(=O)N2c2ccc(OC)cc2)cc1 (stereo not given),5,27,-2,-2,2,-2,0,2,-5
Cc1ccc(OCc2ccc(C(=O)Nc3nc4ccccc4n3Cc3ccccc3)o2)c([N+](=O)[O-])c1,-11,-43,-4,-21,6,0,1,-6,-1
CC(=O)C1CCC2C3CCC4CC(=O)CCC4(C)C3C(C)(O)CC12C (stereo not given),.,15,5,.,.,.,1,.,-14
COc1ccc(OC)c(CNC(=O)c2ccc(C)c(NC(=O)C3=C(C)OCCS3)c2)c1,-4,1,-4,-8,1,1,0,-2,10
CC(C)(C)n1nnnc1CN1CCSCC1,5,10,-7,-17,-1,-3,1,7,-7
CCSc1nnc(NC(=O)CSc2nnc(CNC(=O)c3ccc(OC)cc3)o2)s1,5,-6,-3,0,4,-1,0,2,-37
O=C(NN1C(=O)C2C3C=CC(C3)C2C1=O)c1cccc(Cl)c1 (stereo not given),6,-2,-5,1,-4,0,-3,1,8
CCN1CCN(c2ccc(S(=O)(=O)N3CCCCC3)cc2NC(=O)c2ccc(OC(F)F)cc2)CC1,3,1,-5,-1,-6,-3,0,-5,5
Cc1csc(NC(=O)c2ccc(Cl)cc2[N+](=O)[O-])n1,4,6,-11,7,-4,-4,0,1,12
Cc1onc(-c2ccccc2Cl)c1C(=O)Nc1cccc(S(=O)(=O)N2CCOCC2)c1,6,20,-4,0,1,-2,1,11,1
O=C1CCC/C(=N/NC(=O)c2sc3ccccc3c2Cl)C1,-15,-4,-1,-7,1,-3,-40,-6,8
COc1ccc(CCC(=O)N2CCN(C(=O)c3ccccc3)CC2)cc1,2,9,1,1,-2,-2,1,0,5
Cc1ccc(S(=O)(=O)NCCC2=CCCCC2)cc1C(N)=O,6,8,-2,8,0,-3,-2,-4,-4
Cc1cc(C(=O)Nc2cccnc2Cl)on1,1,2,-2,-4,-1,1,0,0,1
Cn1c(SCc2nc3ccccc3c(=O)[nH]2)nc2ccccc21,7,-67,-12,7,-6,1,0,11,18
COC(=O)c1ccc(NC(=O)CSc2nnc(C)n2CC2CCCO2)cc1 (stereo not given),9,11,0,4,3,0,-1,5,7
CN(C)S(=O)(=O)CC12CCC(CC1=O)C2(C)C (stereo not given),-2,27,4,-17,-3,-3,-1,17,3
CCOc1ccc(C(=O)OC2CCCN(C)C2)cc1 (stereo not given),-7,-4,-1,8,0,-1,1,-2,12
C/C(=N/O)c1cc(C(C)(C)C)c(O)c(C(C)(C)C)c1,-2,29,5,7,-6,0,-1,-7,6
COc1ccc2[nH]c3c(c2c1)CCN1C(=O)C(CC(=O)NCCCn2ccnc2)C[C@H](C(=O)N2CCCCC2)[C@@]31CCc1ccccc1 (stereo not given in full),.,8,-3,.,.,.,2,4,-1
CCC1CCc2c(sc3ncnc(N4CCOCC4)c23)C1 (stereo not given),2,-12,12,-22,-4,-2,1,-8,-16
CCOc1ccc(S(=O)(=O)/N=C(/Nc2ccc(S(N)(=O)=O)cc2)c2ccccc2)cc1,4,2,4,11,8,0,1,4,14
Cn1c(=O)c2c(n3cnnc13)-c1ccccc1CC21CCCC1,-2,-19,-11,-3,0,0,1,-3,4
CCOc1ccc(OCC)c(NC(=O)c2[nH]c(C)c(C(C)=O)c2C)c1,8,-78,0,-13,0,1,-1,-1,8
C=C(C)C1CC=C(C)/C(=N\NC(=S)Nc2ccc(C)cc2)C1 (stereo not given),11,16,-5,27,-2,0,2,3,-9
C[C@@H]1C[C@H](O)c2cc(Cl)ccc2N1,3,-4,1,13,5,0,-2,1,6
CCc1nn(C(CC)C(=O)NCc2cccc(OC)c2)c(=O)c2cc3occc3n12 (stereo not given),3,8,2,-4,0,8,-1,4,0
COC(=O)c1ccccc1NC(=O)CN1CCC(C)CC1,2,15,7,14,8,-3,2,8,5
CC(C)C(NC(=O)C1CCC(C(C)(C)C)CC1)C(=O)NCCCN1CCCCC1 (stereo not given),-8,10,-4,-6,-2,-1,1,1,-6
O=C(Cn1cc2c(n1)CCCC2)Nc1cc(-c2cccc(Cl)c2)no1,4,8,0,-4,-11,-6,-3,7,-7

# Molecules above that contain two or more sulfur atoms:
SMILES,UBC13 inh,SENP8 block-1,HKDC1 inhibitor,SENP6 block,SENP8 block-2,beta cell repl,SENP1 inh,SENP7 inh,PfG6PD inh
CN(C(=O)CSc1nnc(Cc2ccccc2F)n1N)C1CCS(=O)(=O)C1 (stereo not given),10,22,3,-8,4,0,-2,-5,12
Cc1ccc(N=C2NC(=O)/C(=C/c3cccs3)S2)cc1C,-27,17,21,-25,-10,-5,36*,-3,-53
COc1ccc(-n2cnnc2SCC(=O)NCc2cccs2)cc1,2,13,-5,3,6,2,3,7,-21
CCSc1nnc(NC(=O)CSc2nnc(CNC(=O)c3ccc(OC)cc3)o2)s1,5,-6,-3,0,4,-1,0,2,-37
CCOc1ccc(S(=O)(=O)/N=C(/Nc2ccc(S(N)(=O)=O)cc2)c2ccccc2)cc1,4,2,4,11,8,0,1,4,14

# Next section:
SMILES,UBC13 inh,SENP8 block-1,HKDC1 inhibitor,SENP6 block,SENP8 block-2,beta cell repl,SENP1 inh,SENP7 inh,PfG6PD inh
Cc1cc(=O)n(CC(C)C)c(O)c1C#N,-3,-55,5,8,1,-1,-12,0,31
COCCCNC(=O)c1c(N)n(-c2cccc(S(N)(=O)=O)c2)c2nc3ccccc3nc12,4,-482,2,6,1,-1,7,1,11
O=C(CSc1ccccc1)NCCc1ccc(F)cc1,-1,12,8,10,-1,-1,-1,7,-6
COc1ccccc1CN1CCNC(=O)C1CC(=O)NCCCN1CCCC1=O (stereo not given),-4,-20,-1,-10,-13,-2,-2,-13,-8
COCCCNC(=S)N1CCCN(c2nc3cc(C)c(C)cc3cc2C#N)CC1,-1,-362,6,-5,-7,1,-26,-6,15
Cn1c2ccccc2c2cnn(CC(=O)Nc3ccccc3Br)c(=O)c21,19,-23,-8,-24,8,-1,0,6,-11
O=[N+]([O-])c1ccc(Nc2nc(N/N=C/c3cccc(F)c3)nc(N3CCCC3)n2)cc1,-24,29,15,8,4,0,1,1,5
O=[N+]([O-])c1ccc(N/N=C/c2ccccc2O)cc1,-71,-84,2,70*,58*,-7,-24,50,34
Cc1nnc(-c2cnn(C)c2N)n1Cc1ccccc1,-2,8,-5,-1,8,-3,1,4,-2
Cc1cc(C)cc(NCc2cc(=O)oc3cc(C)c(O)cc23)c1,4,17,-3,5,8,-2,2,-4,17
CC1=NN(C(=O)c2cc(C)nn2C)C(O)(C(F)(F)F)C1 (stereo not given),-9,15,-12,-3,-10,-4,5,3,0
